# GRK2 aptamer HTS = human GRK2 inhibition via aptamer displacement; P25098; bead flow cytometry, FAM-aptamer displacement from GRK2; inhibition of aptamer binding, % at 10 µM; actives 0.59% (n = 330,000);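 active = inhibition of aptamer binding above 40%, roughly 3 SD of noise, on plates passing a quality check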;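 also: median bead fluorescence of bound FAM aptamer so fluorescent compounds give negative values; no value below 0 was filed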
# Bcl-xL primary = blocks human Bcl-xL binding to Bim BH3 peptide | actives 0.7% (n = 320,000) | GST-Bcl-xL / FITC-Bim BH3 peptide fluorescence polarization | inhibition, % at 10.9 µM;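 active = inhibition above the mean of all tested compounds plus 3 SD, cutoff set per campaign, cut at about 30% in these data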;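 also: 0% = DMSO wells and 100% = unlabeled Bim-BH3 peptide competitor; inhibitors lower millipolarization by displacing the labeled peptide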
# MEX-5 binding = C. elegans MEX-5 TCR-2 RNA binding activity. Q9XUB2. activity score (negative = inhibition of binding), % at 10 µM. actives 0.38% (n = 300,000). MEX-5/FITC-TCR2 RNA binding, fluorescence polarization; active compounds read low;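 active = inhibition past about -25% in most replicates, and total fluorescence under double the plate's negative control median, limit read from the data; inconclusive = replicates evenly split on the limit, or fluorescence at least double controls; inactive = too little inhibition in most replicates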;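 also: 0% = DMSO and -100% = 5 µM competing unlabeled TCR2 RNA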
# PME-1 inh = PME-1 (human) inhibition. Q9Y570. recombinant PME-1, FP-Rh probe fluorescence polarization. inhibition, % at 5.9 µM. actives 0.53% (n = 320,000);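 active = inhibition above the campaign mean of all compounds plus 3 SD, cut at about 26% in these data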;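 also: competitive labeling of PME-1 active site by serine hydrolase directed probe; 0% = PME-1 with DMSO and 100% = wells lacking PME-1 enzyme; inhibitors block probe labeling so polarization falls and inhibition rises; many of its hits are not listed in these tables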
# VLA-4 inh = inhibition in a human VLA-4 binding assay; P13612; VLA-4 expressing cells, ligand binding flow cytometry; inhibition, % (about 7 µM as worked out from the volumes in the protocol); actives 0.2% (n = 330,000); AID 2557; in the data active = inhibition above about 50%
# Target sequence (P13612 whole entry, looked up): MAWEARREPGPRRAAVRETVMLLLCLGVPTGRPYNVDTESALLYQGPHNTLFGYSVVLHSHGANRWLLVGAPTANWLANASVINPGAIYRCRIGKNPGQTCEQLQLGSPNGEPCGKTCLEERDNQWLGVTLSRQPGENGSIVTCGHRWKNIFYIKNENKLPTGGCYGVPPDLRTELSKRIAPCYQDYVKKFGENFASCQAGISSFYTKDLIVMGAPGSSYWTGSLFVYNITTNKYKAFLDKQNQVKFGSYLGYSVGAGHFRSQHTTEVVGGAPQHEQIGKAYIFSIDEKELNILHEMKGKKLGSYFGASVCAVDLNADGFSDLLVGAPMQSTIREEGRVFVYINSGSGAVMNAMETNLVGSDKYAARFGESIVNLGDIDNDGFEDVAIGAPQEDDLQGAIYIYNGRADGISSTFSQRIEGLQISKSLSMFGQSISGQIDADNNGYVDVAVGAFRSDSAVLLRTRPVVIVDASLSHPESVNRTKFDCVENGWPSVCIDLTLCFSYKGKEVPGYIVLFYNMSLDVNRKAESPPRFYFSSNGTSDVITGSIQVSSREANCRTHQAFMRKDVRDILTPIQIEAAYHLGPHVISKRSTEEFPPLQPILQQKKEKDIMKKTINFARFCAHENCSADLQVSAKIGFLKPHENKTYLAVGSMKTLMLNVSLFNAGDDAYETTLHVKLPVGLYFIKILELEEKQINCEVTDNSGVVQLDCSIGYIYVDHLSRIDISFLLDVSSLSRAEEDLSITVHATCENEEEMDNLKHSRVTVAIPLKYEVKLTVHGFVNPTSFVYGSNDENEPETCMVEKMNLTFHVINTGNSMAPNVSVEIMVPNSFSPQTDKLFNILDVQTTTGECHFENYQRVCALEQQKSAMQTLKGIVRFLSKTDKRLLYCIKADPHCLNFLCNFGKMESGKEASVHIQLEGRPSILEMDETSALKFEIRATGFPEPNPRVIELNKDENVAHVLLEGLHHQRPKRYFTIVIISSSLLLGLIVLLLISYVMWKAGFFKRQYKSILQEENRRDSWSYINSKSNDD
# Fam108B inh = blocks mouse Fam108B hydrolase in RBBP9 counter-screen; inhibition, % at 9.51 µM; recombinant Fam108B, FP-Rh probe fluorescence polarization; actives 0.33% (n = 300,000);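 active = inhibition above the screen mean inhibition plus 3 SD, computed separately per campaign, cut at about 18% in these data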;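 also: inhibitors lower polarization as less probe binds the enzyme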
# GLD-1 TGE inh = GLD-1-TGE RNA interaction inhibition (C. elegans). purified GLD-1 + fluorescein TGE RNA, fluorescence polarization. actives 0.44% (n = 320,000). inhibition, % at 5.96 µM;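 active = percent inhibition above a per-plate cutoff, the plate mean of test compounds plus 3 SD, cut at about 30% in these data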;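 also: 0% = DMSO wells with GLD-1 and probe and 100% = wells lacking GLD-1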
# Efflux pump inh = antifungal efflux pump inhibition, Nile Red retention; S. cerevisiae Candida pump triplex; inhibition, % at 10 µM; actives 0.44% (n = 330,000); AID 485275;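 active = plate passing quality check with inhibition over a set limit, or well fluorescence over plate mean plus 4 SD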;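 also: Nile Red retained in pooled yeast measured as flow cytometry median fluorescence; 0% = buffer negative control and 100% = Enniatin B positive control; higher means more Nile Red kept so more efflux inhibition; some compounds called inactive have numbers as strong as hits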
# MCL1 BIM primary = inhibitors of human MCL1 binding to BIM-BH3 peptide; Q07820; GST-MCL1 / FITC-Bim-BH3 fluorescence polarization; inhibition, % at 10.9 µM; actives 0.68% (n = 320,000);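 active = inhibition above the mean inhibition of all tested compounds plus 3 SD, set per campaign, cut at about 40% in these data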;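 also: 0% = DMSO wells and 100% = unlabeled Bim-BH3 peptide control; higher means more loss of mP so more displacement of Bim peptide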
# Starred values were filed as active, the others as inactive; ? = inconclusive; / = not tested or not shown. These rows are one share of the data; rates above refer to the full screens.
structure	Bcl-xL primary	GRK2 aptamer HTS	Efflux pump inh	GLD-1 TGE inh	VLA-4 inh	MCL1 BIM primary	Fam108B inh	PME-1 inh	MEX-5 binding
CC(=O)NC(Cc1ccc(F)cc1)C(=O)NC1CCN(C(=O)Nc2cccc(C)c2)CC1 (stereo not given)	3	3	0.1	7	3	3	2	-4	1.2
CCOc1ccccc1N=NC1C(=O)N(C(N)=S)N=C1C (stereo not given)	-1	0	-0.1	-2	-10	4	2	-7	-7.8
Cc1ccc(-c2noc(C3CCCN(C(=O)c4ccccc4)C3)n2)o1 (stereo not given)	11	3	0.1	3	7	11	6	5	0.8
Cc1ccc(F)cc1CNC(=O)C1CCC(=O)N(CCc2ccccc2)C1 (stereo not given)	4	2	0.1	-3	3	8	-2	2	1.4
CC1C/C(=N\NC(=O)c2ccc([N+](=O)[O-])cc2)CC(C)(C)C1 (stereo not given)	2	2	-0.1	3	-5	4	0	0	-1.5
COc1ccc(Cl)cc1NC(=O)c1c(-c2ccccc2)noc1C	8	0	0.0	4	-6	9	-2	7	0.5
CC(C)CC(=O)N1CCN(Cc2ccccc2[N+](=O)[O-])CC1	5	2	0.0	7	-8	6	-1	3	1.0
CCC1=NC(c2ccccc2)N(O)C1(C)C (stereo not given)	-2	2	0.0	-7	3	17	-1	-9	-0.1
CC1=C(C(=O)NC2CCCC(C)C2C)C2(CCCCC2)OC1=O (stereo not given)	7	0	-0.1	3	-5	4	3	1	-0.4
CCOC(=O)C1=C(C)NC(C)=C(C(=O)OCC)C1C(=O)OCC(=O)NC	1	2	0.0	6	9	3	-4	-4	/
Cc1nc(N2CCOCC2)c2c(C)c(C(=O)Nc3ccc(F)cc3Cl)sc2n1	2	0	0.1	1	-12	1	-4	-5	-0.4
CCn1c(C)nc2cc(C(=O)NNC(=S)Nc3ccc(F)cc3)ccc21	0	0	-0.1	-2	10	0	0	-1	-3.3
COc1cc(OC)cc(-c2c(C#Cc3ccsc3)c3cc(-c4ccc(CN5CCOCC5)cc4)ccc3n2C)c1	/	3	0.1	-10	6	/	/	/	/
CCOC(=O)c1ccc(S(=O)(=O)NNc2ccc(C(F)(F)F)cn2)cc1	/	1	0.3	5	-3	/	/	/	/
O=C(C[n+]1cccc(CNC(=O)c2ccc(OC(F)F)cc2)c1)Nc1cc(C(F)(F)F)ccc1Cl	5	0	-0.1	4	15	3	-8	-2	-0.6
COc1ccc(N2C(=O)C(O)C2c2ccc(C)cc2)cc1 (stereo not given)	3	0	-0.1	0	-1	-3	2	-1	-0.1
CCN(CC(=O)NCc1ccc(F)cc1)C(=O)c1ccc(Cl)cc1	0	0	0.0	3	8	-3	2	6	0.4
CCCSc1ccc([C@@H]2[C@H]3C(=O)N(CC)C(=O)[C@H]3[C@]3(C(=O)OC)CCCN23)cc1OC	-1	2	0.0	-3	6	-2	0	5	/
CCOC(=O)Cn1c(=O)c(F)cn(Cc2ccc(OC)c([N+](=O)[O-])c2)c1=O	/	1	-0.1	/	1	/	/	/	0.0
Cc1ccc(C(=O)N2CCOCC2)c(F)c1F	1	0	0.1	-4	8	-3	-4	0	-0.1
CCOC(=O)NC(NC(=S)Nc1ccccc1[N+](=O)[O-])C(Cl)(Cl)Cl (stereo not given)	9	1	-1.6	4	0	10	1	0	-4.9
O=C(NNC(=O)C12CC3CC(CC(C3)C1)C2)c1ccccc1[N+](=O)[O-]	5	1	0.0	-3	14	8	-1	-4	-1.5
Cc1nc2cc(NC(=O)CSc3nc4c(C)cccc4cc3C#N)ccc2s1	4	0	-0.1	-6	5	1	-10	-6	-0.5
CCC1COC(c2cccn2Cc2ccc(Cl)cc2)=N1 (stereo not given)	8	0	0.2	-5	-6	11	2	-3	-0.5
O=c1c2sccc2nc(SCc2ccc([N+](=O)[O-])cc2)n1Cc1ccccn1	5	3	0.2	5	-24	3	1	1	1.3
Cc1ccc(C2CCN(C(=O)Nc3ccc(F)cc3)C2)cc1 (stereo not given)	5	0	-0.1	3	-10	0	1	-4	-0.1
CCc1ccccc1NC1=NCC(=O)N1C1CCCCC1	6	1	-0.1	6	14	3	5	1	1.7
CSCCC1NC(=O)N(CC(=O)Nc2ccc(N3CCCCC3)cc2)C1=O (stereo not given)	8	0	0.1	-7	9	4	0	2	-0.8
O=C(COc1ccc(Br)cc1CNCCCN1CCOCC1)Nc1ccccc1	6	0	0.1	4	3	5	-7	-1	-1.0
COC(=O)c1ccccc1NC(=O)CSc1nc2ccccc2c(=O)[nH]1	-1	0	-0.1	4	12	-4	4	-1	2.6
CCC(C)[C@H](NC(=O)N1CCCCCC1)C(=O)OC (stereo not given in full)	2	3	-0.2	-5	5	-1	1	5	-3.5
NS(=O)(=O)c1cccc(NC(=O)COC(=O)/C=C/c2nc3ccccc3s2)c1	/	1	-0.1	2	-5	/	/	/	/
CCn1c(/C=C/c2c(C)[nH]c3ccccc23)nc2ccccc2c1=O	-9	13	-0.1	-17	-2	-32	0	13	?
COc1ccc(C(=O)CSc2nnc(-c3cccs3)n2-c2ccccc2)cc1	-6	0	0.1	1	6	-2	-4	3	1.0
Cc1cccc(C(=O)NNC(=S)NC(=O)c2ccccc2)c1	4	3	-0.2	5	8	10	2	-2	5.8
CCOc1nc(N2CCOCC2)nc(C)c1[N+](=O)[O-]	-3	3	-0.1	-6	0	-7	0	3	0.8
CCOc1ccc(S(=O)(=O)N(C)CC(=O)N2CCN(CC)CC2)cc1	4	1	-0.1	-6	-8	6	-1	1	0.6
Cc1ccc([N+](=O)[O-])cc1NC(=O)Cc1cccs1	5	2	0.1	-8	-1	11	1	0	0.5
Cc1ccc(NC(=O)CSc2nc3ccccc3c(=O)n2Cc2cccs2)cc1	-4	6	0.2	-1	-8	-6	-2	-11	-1.5
COc1ccc2cnnc(SCC(=O)Nc3ccccc3)c2c1OC	6	2	0.0	11	-9	7	-1	8	-2.3
CC1=CC(C)(C)N(C(=O)CSc2nncn2C)c2ccccc21	2	7	0.1	4	-3	7	-1	-7	-2.1
CCCCOCCCNC(=O)c1ccc(OC)cc1	-2	0	-0.1	3	-2	-8	-2	4	-2.2
Cn1c(=O)oc2cc(S(=O)(=O)N3CCCc4ccccc43)ccc21	3	0	-0.1	-5	-2	-5	-2	-6	1.1
C=CCn1c(=O)n(CCC#N)c(=O)n(CCC#N)c1=O	1	0	0.1	6	10	11	-8	0	0.1
O=C(NCC1CCNCC1)c1ccncc1	3	0	0.0	6	-1	4	-1	-9	0.5
CCC(C)(C)NC(=O)c1cc(S(=O)(=O)N2CCc3ccccc32)cn1C	3	0	-0.1	0	7	-2	-4	0	2.3
CN(Cc1ccccc1)S(=O)(=O)c1ccc2c(c1)OCCO2	1	0	0.1	8	8	1	-4	0	0.6
NC(=O)c1ccc(NC(=O)COC(=O)/C=C/c2ccc(Br)o2)cc1	/	44*	-0.1	5	2	/	/	/	/
COc1cc(C(c2c(O)cc(C)[nH]c2=O)c2c(O)cc(C)[nH]c2=O)ccc1O	/	1	-0.1	/	21	/	/	/	0.4
O=C(N1CCN(c2ncccn2)CC1)C12CC3CC(CC(C3)C1)C2	2	0	0.0	8	-13	9	-3	5	-0.5
CSCC[C@H](NC(=O)[C@@H]1CSC2c3ccccc3C(=O)N21)C(=O)N1CCC[C@H]1CO (stereo not given in full)	2	0	0.1	-6	-9	5	-3	-2	-1.6
O=C(CSc1nc2ccccc2o1)Nc1nc(-c2ccccc2)c(-c2ccccc2)s1	1	0	0.1	1	17	7	-32	-7	1.4
COC(=O)[C@H](CCSC)NC(=O)NC1CCN(Cc2ccccc2)CC1	16	0	0.0	10	5	19	3	4	-36*
COc1ccc(OC)c(/C=C/C(=O)Nc2ccc3c(c2)CCC3)c1	0	0	-0.3	2	19	-19	-20	-26	2.5
CCOCCCNC(=O)C(=O)NCCCOCC	0	9	0.0	5	15	5	-4	6	2.3
Cc1sc2ncnc(SCC(=O)c3ccc4c(c3)OCCO4)c2c1-c1ccccc1	1	0	0.1	1	-10	7	-2	-10	1.4
Nc1ccc(S(=O)(=O)Nc2nccc(/C=C/c3ccc(Br)s3)n2)cc1	-5	0	-0.1	4	-2	-7	-5	-12	-2.5
CCCCNC(=S)Nc1ccc(OC)nc1	56*	0	-0.2	49*	13	58*	-3	-2	-17
CC(N=Cc1cc([N+](=O)[O-])ccc1O)c1ccccc1 (stereo not given)	6	2	-0.3	-2	-10	17	1	-7	0.8
Cc1ccc(C2C(C(N)=S)=C(N)OC3=C2C(=O)CC(C)(C)C3)cc1 (stereo not given)	7	6	0.1	7	12	-1	-3	-2	3.3

# The list continues:
structure	Bcl-xL primary	GRK2 aptamer HTS	Efflux pump inh	GLD-1 TGE inh	VLA-4 inh	MCL1 BIM primary	Fam108B inh	PME-1 inh	MEX-5 binding
CCCN(C(=O)COc1ccc(C(C)=O)cc1OC)C1CCS(=O)(=O)C1 (stereo not given)	-7	0	0.2	2	1	-9	/	5	/
Cc1[nH]nc2c1C1(CCOCC1)C(C#N)=C(N)O2	4	0	0.0	14	4	4	10	2	-4.6
C=C(C)Cn1c(CCCNC(=O)CCC)nc2ccccc21	3	1	0.1	-5	7	-2	0	5	-3.2
O=C(/C=C/c1ccc(Br)o1)OCc1nc2ccsc2c(=O)[nH]1	27	88*	0.1	12	4	49*	2	-2	0.7
O=C(CCc1c[nH]c2ccccc12)NCC(=O)Nc1ccc(F)c(F)c1F	-1	0	-0.2	-3	-3	-2	0	1	/
COC(=O)CSc1ccccc1C(=O)OC	1	1	0.1	-5	8	1	3	0	-0.7
O=C(NCC1CCCO1)C1CCCCN1S(=O)(=O)c1ccc(F)cc1 (stereo not given)	2	0	0.1	2	3	11	0	-5	1.4
CN(C(=O)C12CC3CC(CC(C3)C1)C2)C1(C)CCS(=O)(=O)C1 (stereo not given)	2	0	0.0	5	9	-2	-5	-4	0.2
Cc1ccsc1/C=C/C1=Cc2c(sc(NC(=O)CSc3n[nH]c(N)n3)c2C#N)C(C)(C)C1	25	9	0.2	73*	-39	11	-6	-33	1.4
O=C(Nc1nc(-c2nc3ccccc3s2)cs1)c1ccc(S(=O)(=O)N2CCOCC2)cc1	5	0	-0.1	-6	13	5	-8	-17	1.2
Cc1ccnc(NS(=O)(=O)c2ccc(NS(=O)(=O)c3cc(Cl)ccc3Cl)cc2)n1	1	0	-0.3	-1	0	-2	3	-5	-2.1
CCOC(=O)C1CCN(C(=O)c2cc3cc(F)ccc3[nH]2)CC1	/	0	0.3	/	20	/	/	/	1.2
COc1ccc(NS(=O)(=O)c2cccc(C(=O)NN=Cc3ccc(O)c(OC)c3)c2)cc1	/	0	0.2	-2	-2	/	/	/	/
Cc1cc(NN)nc2ccc(Cl)cc12	-6	0	-0.1	2	21	-5	0	-5	-0.2
CCOC(=O)C1=C(COC(=O)C2CC(=O)N(CCc3ccccc3)C2)NC(=O)NC1C (stereo not given)	/	0	0.1	2	-11	/	/	/	/
CCOC(=O)c1[nH]c2c(c1-c1ccccc1)C(=O)CC(c1ccc(Cl)cc1)C2 (stereo not given)	0	2	0.4	-5	-25	-2	1	-1	0.4
CC(C)(/C=N/O)/[N+]([O-])=C/C=[N+](\[O-])C(C)(C)/C=N/O	-6	0	0.1	3	5	-5	4	1	0.7

# Bioassay records: PubChem, several laboratories
